# CHT block: human CHT choline transport inhibition; CHT-expressing cells, membrane potential dye, choline response; stronger effect = lower value; B-score at 10 µM; 0.86% of 310,000 active; AID 488975;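 active = B-score over 3 SD under the library average, and starting fluorescence ratio not unusually high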;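 also: choline stimulus applied at its EC90 after an EC20 pre-addition; B-score computed on integrated fluorescence ratio after choline addition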
# Target sequence (Q9GZV3 whole entry, looked up): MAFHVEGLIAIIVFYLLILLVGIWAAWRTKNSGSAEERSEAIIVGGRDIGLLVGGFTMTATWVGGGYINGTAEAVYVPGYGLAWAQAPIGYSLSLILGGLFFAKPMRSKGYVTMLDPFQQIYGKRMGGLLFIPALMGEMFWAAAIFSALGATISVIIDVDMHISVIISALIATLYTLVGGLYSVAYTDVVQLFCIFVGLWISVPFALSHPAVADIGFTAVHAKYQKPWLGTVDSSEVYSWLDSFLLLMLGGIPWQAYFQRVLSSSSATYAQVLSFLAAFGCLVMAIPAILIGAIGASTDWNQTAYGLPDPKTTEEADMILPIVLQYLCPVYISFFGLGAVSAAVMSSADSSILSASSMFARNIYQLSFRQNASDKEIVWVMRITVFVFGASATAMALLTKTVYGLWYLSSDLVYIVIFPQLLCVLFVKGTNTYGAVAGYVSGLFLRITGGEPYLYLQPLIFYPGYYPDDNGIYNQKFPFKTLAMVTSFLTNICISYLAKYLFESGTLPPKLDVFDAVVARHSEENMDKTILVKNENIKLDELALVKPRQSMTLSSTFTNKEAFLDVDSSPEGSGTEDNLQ
# Kir21 inh: Kir2.1 (mouse) channel inhibition | P35561 | HEK293-Kir2.1, FluxOR thallium flux fluorescence; stronger effect = lower value | B-score at 10 µM | 0.85% of 310,000 active | AID 1672;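 active = fluorescence ratio B-score at or below minus 3 SD of library scores, with starting-brightness B-score within 2 SD, cut at about -4.2 in these data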;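 also: channel flux triggered by added potassium and thallium sulfate stimulus; B-score of peak minus minimum fluorescence over baseline after thallium stimulus; more negative B-score means stronger Kir2.1 block with less thallium influx; some compounds called inactive have numbers as strong as hits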
# Target sequence (P35561 whole entry, looked up): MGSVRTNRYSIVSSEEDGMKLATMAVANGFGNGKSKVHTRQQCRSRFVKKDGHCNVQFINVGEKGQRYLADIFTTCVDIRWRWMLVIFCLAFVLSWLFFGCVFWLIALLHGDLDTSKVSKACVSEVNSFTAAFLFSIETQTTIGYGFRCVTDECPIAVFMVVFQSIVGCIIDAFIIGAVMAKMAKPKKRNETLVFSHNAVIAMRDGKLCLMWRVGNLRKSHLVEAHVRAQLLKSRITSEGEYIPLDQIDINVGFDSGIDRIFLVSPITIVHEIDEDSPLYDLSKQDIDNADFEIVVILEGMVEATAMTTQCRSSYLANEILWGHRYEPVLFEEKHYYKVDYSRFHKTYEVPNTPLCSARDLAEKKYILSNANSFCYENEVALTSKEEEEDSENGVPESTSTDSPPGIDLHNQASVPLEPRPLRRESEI
# * marks the source's active call; other numbers are inactive results; i = inactive; · = not tested or not shown.
SMILES,CHT block,Kir21 inh
CCCC1(c2ccccc2)NC(=O)N(CC(=O)NCc2ccc(OC)cc2)C1=O (stereo not given),i,-0.29
COc1ccccc1OCc1ccc(C(=O)NC2CCCCC2)o1,i,-2.02
CC(NS(=O)(=O)c1ccccc1)C(c1cccs1)N1CCN(C)CC1 (stereo not given),i,1.17
CN(CC(=O)NCc1cccs1)CC(=O)Nc1ccc(F)c(F)c1F,i,1.25
CSc1cccc(NC(=O)c2ccc(Cl)nc2)c1,i,0.12
COc1cc2c(cc1OC)CN(C(=O)c1ccccc1C(=O)O)CC2,i,0.23
COc1ccc(CC(=O)N(c2ccccc2)c2nc(C)cs2)cc1,i,-5.54*
CC(=O)N(CCc1ccccc1C)Cc1cc2ccc(C)cc2[nH]c1=O,i,-0.13
COc1ccc(N(CC(=O)NCCc2ccc(OC)c(OC)c2)S(=O)(=O)c2ccc(OC)c(OC)c2)cc1,i,0.03
Cc1cc(=O)oc2c3c(cc(OCC(=O)NCCC(=O)N[C@@H](C)C(=O)O)c12)OC(C)(C)CC3,i,0.03
CCc1nc2c(cnn2-c2ccc(Cl)cc2)c(=O)n1-c1ccc2c(c1)OCCO2,i,0
CC(C)CCNC(=O)C(=O)NCc1ccccc1,i,0.02
CCN1CCN(c2c(Cl)cccc2NC(=O)c2ccco2)CC1,i,-1.82
COc1cccc(C(=O)Nc2ncc3c(n2)CC(C)(C)CC3=O)c1,i,0.47
CCOc1ccc(CC(=O)Nc2c(C(N)=O)oc3ccccc23)cc1OCC,i,0.14
Cc1ccc(N2CC(=O)Nc3c(sc4nc(C)cc(C)c34)C2=O)cc1,i,0.58
CCOC(=O)/C(C#N)=C1/SC(C)C(=O)N1c1ccc(Br)cc1 (stereo not given),i,-1.12
CCCCNC(=O)COC(=O)c1cc(C)nc2ccccc12,i,2.19
CCCCCCC(=O)NNC(=O)CC(=O)Nc1ccccc1C(=O)O,i,0.94
COc1ccc(C(=NNc2ccccc2C(=O)O)c2ccc(OC)cc2)cc1,i,-0.52
COc1ccc(C2C(C(=O)N3CCCCC3)CC(=O)N2c2ccc(OC)cc2)cc1 (stereo not given),i,0.78
CSc1ccccc1NC(=O)CN(C)C(=O)Cn1c(=O)oc2ccccc21,i,0.57
COc1cc(C(=O)NC(c2ccccc2)c2ccccc2)cc(OC)c1OC,i,-0.86
O=C(NCc1nc2ccccc2[nH]1)c1ccccc1F,i,-0.02
CCN(CC)CCn1c(N)cc(=O)[nH]c1=O,i,-0.05
COC(=O)NCc1ccc(S(=O)(=O)N2CCOCC2)cc1,i,1.86
COc1ccc(C)cc1NC(=O)c1ccc2c(=O)n3c(nc2c1)CCCCC3,i,2.19
COc1cc(CN2CCCC(C(=O)c3ccc4c5c(cccc35)CC4)C2)cc(OC)c1O (stereo not given),i,-2.59
COc1ccc(-c2cc(C(=O)NN)n(-c3ccccc3)n2)cc1,i,-0.43
CCCc1[nH]nc2c1C(c1cccnc1)C(C#N)=C(N)O2 (stereo not given),i,0.29
COc1ccccc1NC(=S)NC(=O)C(C)C,i,-1.51
Cc1ccc(S(=O)(=O)NCCC(c2ccccc2)c2ccco2)cc1 (stereo not given),i,-0.39
O=C(CN1CCCC1)NC1C2CC3CC(C2)CC1C3 (stereo not given),i,0.78
Cc1cc2occ(CC(=O)N(CCC(C)C)c3c(N)n(Cc4ccccc4)c(=O)[nH]c3=O)c2cc1C,i,0.02
CCOC(=O)N1CCN(C(=O)C2CCN(S(=O)(=O)c3cc(Cl)ccc3Cl)CC2)CC1,i,-0.81
COCCCNc1nc2ccccc2nc1NS(=O)(=O)c1ccc(C)cc1,i,2.8
CCOC(=O)N1CCN(S(=O)(=O)c2ccc(OC)c(Cl)c2Cl)CC1,i,0.27
CC(=O)N(C(C)=O)n1c(/C=C/c2cccc([N+](=O)[O-])c2)nc2ccccc2c1=O,i,1.24
Cc1ccc(Nc2nc(-c3cccnc3)cs2)cc1C,i,-0.59
COc1ccc(OC)c(S(=O)(=O)ON2C(=O)c3ccccc3C2=O)c1,i,0.57
COc1ccc(C(=O)C2CCCN(C(=O)c3noc4c3CCCC4)C2)c(C)c1 (stereo not given),i,0.27
O=C(CNC(=O)c1ccccc1Cl)N/N=C/c1ccc([N+](=O)[O-])s1,i,1.08
CCOC(=O)N1CCN(c2c(N3CCN(c4cc(C)ccc4C)CC3)c(=O)c2=O)CC1,i,-0.55
O=C(NN1CCOCC1)c1cc(-c2ccc(Br)s2)nc2ccccc12,i,2.11
Cc1noc(C)c1COc1ccc(C(=O)OCC(=O)Nc2c(C)n(C)n(-c3ccccc3)c2=O)cc1,i,0.37
CN(CCc1ccccn1)C1CCCN(S(=O)(=O)c2ccccc2)C1 (stereo not given),i,-1.6
COc1ccc(/C=C(\NC(=O)c2ccccc2)C(=O)OCC2CCCN3CCCCC23)cc1OC (stereo not given),i,-0.03
Cc1cc(=O)n2nc(N3CCC(C(=O)N4CCN(C)CC4)CC3)sc2n1,i,0.17

# Part of the list above in another layout.
Molecule	CHT block	Kir21 inh
O=C(CNC(=O)c1ccccc1Cl)N/N=C/c1ccc([N+](=O)[O-])s1	i	1.08
O=C(NN1CCOCC1)c1cc(-c2ccc(Br)s2)nc2ccccc12	i	2.11
COc1ccc(/C=C(\NC(=O)c2ccccc2)C(=O)OCC2CCCN3CCCCC23)cc1OC (stereo not given)	i	-0.03

# Additional results.
SMILES,CHT block,Kir21 inh
CCOc1ccc(NS(=O)(=O)c2ccc3c(c2)CCN3C(=O)CCC(=O)O)cc1,i,-1.04
CO/N=C/C(C#N)=C/c1cc(C(=O)c2ccccc2)cn1C,i,1.07
Cc1cc(C(=O)NC2CCCc3c2cnn3-c2cccc(C)c2C)no1 (stereo not given),i,-0.04
O=C(Cn1c(=O)oc2ccc(Cl)cc21)NC1CCCCC1,i,0.48
COc1cc2c(cc1OC)CN(C(=S)Nc1ccccc1Cl)CC2,i,2.06
COCCNC(=O)c1ccc(Cl)c(S(=O)(=O)Nc2cccc(C)c2C)c1,i,0.8
O=C(C1CCN(S(=O)(=O)c2cccc3cccnc23)CC1)N1CC=C(c2ccccc2)CC1,i,·
CC(C)CC(NS(=O)(=O)OCC(Cl)(Cl)Cl)c1ccccc1 (stereo not given),i,0.29
CCCNC(=O)COc1ccc(-c2nn(C)c(=O)c3ccccc23)cc1,i,-0.21
Cc1ccc(OCCSc2nnc(-c3ccncc3)n2C)cc1,i,0.18
Cc1ccc(-c2cnc(SCC(=O)N3CCCc4ccccc43)n2C)cc1,i,·
CC(C)(C)OC(=O)N1CCC(CNC(=O)c2ccc(F)cc2)CC1,i,0.58

# Kir21 inh, what is marked active above
SMILES,CHT block,Kir21 inh
COc1ccc(CC(=O)N(c2ccccc2)c2nc(C)cs2)cc1,i,-5.54*

# (more compounds)
SMILES,CHT block,Kir21 inh
O=C(COC(=O)c1ccc(-c2nnc(-c3ccccc3)o2)cc1)c1ccccc1,i,-0.39
Cc1ccc(NC(=O)c2oc3c(c2C)C(=O)CC(C)(C)C3)cc1,i,-0.55
COc1ccccc1Oc1c(C)oc2cc(OC(=O)c3ccco3)ccc2c1=O,i,·
Cc1ccc(C(=O)C2=C(O)C(=O)N(Cc3ccco3)C2c2cccc(Cl)c2)o1 (stereo not given),i,-0.55
CCC1COCCS(=O)(=O)N1Cc1ccccc1C (stereo not given),i,-1.13
CC(C)CN(c1ccccc1)S(=O)(=O)c1nnc(NC(=O)c2ccco2)s1,i,0.6
COC(=O)c1n[nH]c2ccccc12,i,0.03
CCOc1ccccc1N1CC(O)=C(c2nc3ccccc3s2)C1=N,i,1.12
COc1ccccc1C(=O)Nc1ccc(N2CCN(S(C)(=O)=O)CC2)cc1,i,0.87
O=C(c1ccc(CNc2c(N3CCOCC3)c(=O)c2=O)cc1)N1CC=C(c2ccccc2)CC1,i,·
O=c1c2ccccc2nc(/C=C/c2ccc(Cl)cc2)n1CCO,i,-1.86
CC(C)c1cc(NC(=O)C(C)(C)C)cc(C(C)C)c1O,i,-0.72
CN1C(=O)Cc2cc(S(=O)(=O)NCc3cccs3)ccc21,i,-0.58
Cn1c2c(c(=O)n(C)c1=O)C(c1ccc(F)cc1)C(C#N)=C(N)O2 (stereo not given),i,-0.7
Cc1cccc(-c2n[nH]c([N+](=O)[O-])n2)c1,i,-2
CCN(CC)S(=O)(=O)c1ccc(N2CCCC2)c(NC(=O)c2ccc(OC)cc2OC)c1,i,0.15
O=C(CCNS(=O)(=O)c1cccc2nsnc12)Nc1ccc2c(c1)OCCO2,i,0.21
O=C(Cn1ncc2c3ccccc3n(Cc3ccccc3)c2c1=O)N1CCN(c2ccccn2)CC1,i,1.84
COc1cc(C(=O)Nc2ccc3c(c2)N(C(=O)CCN(C)C)c2ccccc2CC3)cc(OC)c1OC,i,0.1
O=C(NCCC1=CCCCC1)C1CCN(C(=O)c2ccc(Cl)cc2)CC1,i,-0.77
CC1CCCN(C(=S)Nc2ccc(Nc3ccccc3)cc2)C1 (stereo not given),i,1.62
O=c1[nH]cnc(O)c1N=Nc1ccccc1,i,0.2
O=C(CCN1CCOCC1)c1ccccc1,i,-1.15
COc1ccc(N(CC(C)C)S(=O)(=O)c2nnc(NC(=O)c3ccco3)s2)cc1,i,-0.76

# Structures shown so far that have two or more sulfur atoms:
SMILES,CHT block,Kir21 inh
CC(NS(=O)(=O)c1ccccc1)C(c1cccs1)N1CCN(C)CC1 (stereo not given),i,1.17
CC(C)CN(c1ccccc1)S(=O)(=O)c1nnc(NC(=O)c2ccco2)s1,i,0.6
CN1C(=O)Cc2cc(S(=O)(=O)NCc3cccs3)ccc21,i,-0.58
O=C(CCNS(=O)(=O)c1cccc2nsnc12)Nc1ccc2c(c1)OCCO2,i,0.21
COc1ccc(N(CC(C)C)S(=O)(=O)c2nnc(NC(=O)c3ccco3)s2)cc1,i,-0.76

# Next section:
SMILES,CHT block,Kir21 inh
COC(=O)c1sc(N2C(=O)C(O)=C(C(=O)c3ccc(C)o3)C2c2cc(OC)ccc2OC)nc1C (stereo not given),i,1.4
CCNc1nc(NC(C)C)nc(Oc2ccc(OCCOc3ccccc3)nn2)n1,i,0.58
Cc1ccc(OCC(=O)Nn2cnnc2)c(Br)c1,i,0.05
CC(C)(C)C1CCc2c(C(=O)NNC(=O)/C=C/C(=O)O)csc2C1 (stereo not given),i,0.43
COc1cccc(N2CCN(C(=S)Nc3ccc(F)cc3)CC2)c1,i,0.94
COc1ccc(-n2c(COc3cccc4cccnc34)nnc2SCC(=O)O)cc1,i,-1.08
CCOC(=O)c1[nH]c(C(=O)O)c(CCC(=O)OC)c1C,i,-0.12
COCC(=O)N(C)C1(c2nnnn2CCOC(=O)Nc2cccc3ccccc23)CCCC1,i,-0.01
C/C(CC(=O)NC12CC3CC(CC(C3)C1)C2)=N\NC(=O)c1ccc(F)cc1,i,0.01
COc1ccc(CC(=O)N2CCN(c3cccc(C)c3C)CC2)cc1,i,1.62
C=CCn1c(SCC(=O)N(CC)CC)nc(O)cc1=O,i,-0.41
Cc1ccc2cc(C#N)c(NCCNC(=S)NCCCN(C)C)nc2c1C,i,-3.05
COc1ccc(-c2nnc(-c3ccc(N(C)C)cc3)o2)cc1,i,-0.42
O=C(NCC(=O)N1CCN(S(=O)(=O)/C=C/c2ccccc2)CC1)c1ccccc1F,i,-0.28
COc1cc2c(cc1OC)C(C(=O)Nc1cc(OC)c(OC)c(OC)c1)C(c1cccnc1)N(C)C2=O (stereo not given),i,0.54
Cc1ccc(SCC(=O)Nc2cccnc2)cc1,i,-2.49
O=C(/C=C/c1ccc([N+](=O)[O-])o1)NNC(=O)c1ccc(F)cc1,i,-3.36
O=C(CSc1ccc2c(c1)OCCO2)Nc1ncc(Cl)cc1Cl,i,0
CCc1nnc(NC(=O)CSc2nnc(COc3ccccc3)n2-c2ccc(C)cc2)s1,i,-1.36
Cc1cc(C)c(C(=O)N(CCN(C)C)CC2CCCN(Cc3ccccc3F)C2)o1 (stereo not given),i,-0.8
COc1ccc(-c2cc(C(=O)N/N=C(\C)c3cccnc3)c3ccccc3n2)c(OC)c1,i,0.01
CN(Cc1ccccc1)C(=O)CCC1CCN(C(=O)CCC(F)(F)F)CC1,i,-0.68
Cc1cc(=O)n2nc(N3CCCC(C(=O)N4CCN(C)CC4)C3)sc2n1 (stereo not given),i,1.24
COc1cc(NC(=O)c2cc(OC)c(OC)c(OC)c2)ccc1NC(=O)c1cccs1,i,-1.25
CCCCn1c(N)c(N(CCOC)C(=O)CSc2nc3ccc(C)cc3[nH]2)c(=O)[nH]c1=O,i,-0.03
Cn1cccc1/C=N/N1CCN(Cc2ccc(Cl)cc2)CC1,i,1.59
CNC(=O)/C(C#N)=C/c1c(N(Cc2ccccc2)Cc2ccccc2)nc2c(C)cccn2c1=O,i,1.72
CCOC(=O)C(CC)(CC)C(=O)/C=C/c1cccc(Br)c1,i,-0.13
O=C(Cn1nnc(-c2ccccc2)n1)N/N=C/c1cccc([N+](=O)[O-])c1,i,0.44
Cc1ccc(CN2CCSc3ccc(C(=O)N4CCN(c5ncccn5)CC4)cc32)cc1,i,1.16
O=C1c2ccccc2NC(c2ccc(O)cc2)N1c1ccccc1 (stereo not given),i,0.19
O=C(CSc1ccc2nnc(CCNC(=O)c3ccccc3)n2n1)NCc1ccc(F)cc1,i,-0.67
COc1cccc(-c2nnc3sc(C4CCCCC4)nn23)c1,i,-1.69
O=C(C1CCN(C2CC(=O)N(c3ccc(F)cc3)C2=O)CC1)N1CCOCC1 (stereo not given),i,0.11
CCCN(Cc1cc2cc(C)ccc2[nH]c1=O)C(=O)c1cccc([N+](=O)[O-])c1,i,0.48

# Bioassay records: PubChem BioAssay, Johns Hopkins Ion Channel Center

# Outcome played no part in choosing rows, and some 1.6% of all compounds hit somewhere here.
